# From PubChem BioAssay
# 14-3-3 PPI: modulators of 14-3-3 gamma protein binding, primary screen, biochemical, fluorescence polarization; 14-3-3 protein gamma (Homo sapiens), P61981; FP, 14-3-3gamma / TMR-pS259-Raf peptide binding; inhibition, % at 40 µM; hit rate 0.19% among 160,000; AID 422, 2006; in the data active means inhibition above about 30%;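 further: 0% = protein plus tracer without compound and 100% = blank with tracer alone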
# Target sequence (P61981 whole entry, looked up): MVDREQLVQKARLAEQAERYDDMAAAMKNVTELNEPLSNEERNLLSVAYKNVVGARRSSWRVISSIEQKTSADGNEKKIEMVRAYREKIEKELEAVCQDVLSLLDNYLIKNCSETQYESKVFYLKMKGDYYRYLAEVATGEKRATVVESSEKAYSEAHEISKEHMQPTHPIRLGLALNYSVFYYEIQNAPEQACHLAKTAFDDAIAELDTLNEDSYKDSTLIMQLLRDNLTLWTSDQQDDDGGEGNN
# * marks the source's active call; other numbers are inactive results; & = joins results of further samples. These rows are one share of the data, so the mix of outcomes need not match the whole.
SMILES,14-3-3 PPI
CCCCc1nc(N2CCOCC2)c(C#N)c2c1CCCC2,-2
CCOC(=O)c1[nH]c2ccc(F)cc2c1NC(=O)C(C)N1CCc2cc(OC)c(OC)cc2C1 (configuration not stated),1
COC(=O)C(NC(=O)c1ccc(OC)cc1)(Nc1ccc(Br)cn1)C(F)(F)F (configuration not stated),1
CC(C)C1=C2OC(N)=C(C#N)C(C#N)=C2C(C)CC1 (configuration not stated),-7
CC(=O)Nc1cc(O)cc(NC(C)=O)c1,-1
O=C(NCc1ccccc1)c1nn2c(C(F)(F)F)cc(-c3cccs3)nc2c1Cl,-6
O=C(c1ccc[nH]c1=S)n1ccnc1,-3
CCOc1ccc(N2C(=O)c3ccccc3C2O)cc1 (configuration not stated),-2
CC1=C(C(=O)OC(C)C)C(c2ccc(O)cc2)C2=C(CC(c3ccccc3)CC2=O)N1 (configuration not stated),7
CCCn1nnc(NC(=O)c2cc3ccccc3o2)n1,0

# Brought forward from above: four entries; new compounds follow.
SMILES,14-3-3 PPI
O=C(c1ccc[nH]c1=S)n1ccnc1,-3
CCOc1ccc(N2C(=O)c3ccccc3C2O)cc1 (configuration not stated),-2
CC1=C(C(=O)OC(C)C)C(c2ccc(O)cc2)C2=C(CC(c3ccccc3)CC2=O)N1 (configuration not stated),7
CCCn1nnc(NC(=O)c2cc3ccccc3o2)n1,0
Cc1ccc(S(=O)(=O)Cc2ccc(C(=O)N3CCCCCC3)o2)cc1,-6
O=C(CN1C(=O)CC(c2ccco2)Sc2ccccc21)Nc1ccc2c(c1)OCCO2 (configuration not stated),-6
O=C(NCc1cccs1)c1ccc(Cl)s1,-4
CC1=C(C(=O)NCCN2CCN(C)CC2)C2(CCC(C)CC2)OC1=O (configuration not stated),4
COc1cc(OC)cc(C(=O)N2CCC(n3c(C)nc4cc(F)ccc43)CC2)c1,-6
CCOc1ccc(N(CC(=O)Nc2ccc(C)c(C)c2)S(=O)(=O)c2c(C)noc2C)cc1,7
CCCCCc1nnc(NC(=O)OCCC)s1,5
O=C(CSc1nnnn1C1CCCC1)Nc1cccc(NC(=O)c2ccco2)c1,0
COc1cc(NC(=O)C2CCN(S(=O)(=O)c3cccc4nonc34)CC2)cc(OC)c1,2&-16
Cc1cccc(C)c1NC(=O)CCCSc1nnnn1C,8
COc1cc2c(cc1OC)C(C(=O)O)C(c1ccc(SC)cc1)N(C)C2=O (configuration not stated),-6
C=CCN(CC=C)S(=O)(=O)c1ccc(C(=O)N=c2sc3cc([N+](=O)[O-])ccc3n2CC)cc1,-5
COCCn1c(Sc2nc(C)cs2)nc2c1c(=O)[nH]c(=O)n2C,-3
CCOc1cc2c(cc1OCC)C1C(C(=O)N3CCN(c4ccccc4)CC3)c3ccccc3C(=O)N1CC2 (configuration not stated),-4
Cc1nnc(SCC(=O)Nc2sccc2C(N)=O)n1Cc1ccccc1,-14
CCOC(=O)C(NC(=O)c1ccco1)(Nc1sc2c(c1C#N)CCCC2)C(F)(F)F (configuration not stated),-19
CC(=O)Nc1ccc(S(=O)(=O)Nc2cc(C)c(-n3nc4ccccc4n3)cc2O)cc1,-2&-1
O=C(Nc1ccccc1)c1ccc(S(=O)(=O)N(CCO)CCO)cc1,-6
CCOC(=O)c1c(C)n(C)c2cc(Br)c(OC)cc12,-15
O=C(CN(c1cc(C(F)(F)F)ccc1Cl)S(=O)(=O)c1ccccc1)Nc1ccc(S(=O)(=O)N2CCCCC2)cc1,-7
COc1cccc2cc(-c3csc(NC(=O)CCC(=O)O)n3)c(=O)oc12,-7
COc1ccc(-c2ccnc(=S)[nH]2)cc1,-2
Cc1cc(=O)n(C)c(=O)n1CCCNc1ccccc1,6
COc1cccc(C(c2c(C)[nH]c3ccccc23)c2c(C)[nH]c3ccccc23)c1OCC(=O)O,-52
COc1ccccc1NC(=O)C1=C(C)NC(SCC(=O)c2ccccc2)=C(C#N)C1c1ccco1 (configuration not stated),-20
CCOCCCNCc1cccc(C)c1,-6
COc1cccc(N2C(=O)Nc3ccc(Br)cc3C2(O)C(=O)NC2CCCc3ccccc32)c1 (configuration not stated),2
c1ccc2c(c1)NC1(CCCCC1)n1c-2nc2ccccc21,-8
COc1ccc2nc(NC(=O)CSc3nncn3C)sc2c1,-23
CCN(CC)S(=O)(=O)c1ccc(C(=O)NCCc2cc3c(OC)ccc(OC)c3[nH]c2=O)cc1,6
Cc1cc(NC(=O)NS(=O)(=O)Oc2ccccc2)no1,-3
CC(C)CCn1c(SCC(=O)c2ccc(Cl)cc2)nc2ccsc2c1=O,-6
O=C(c1cnc(N2CCN(c3ccccn3)CC2)c2ccccc12)N1CCOCC1,4
Cc1ccc(-n2cnc3cc(C(=O)NC4CCCC4)ccc32)cc1Cl,-24
Cc1nc(SCC(=O)Nc2cccc(C(F)(F)F)c2)c(C#N)c(C)c1Cl,-6
Nc1ccc(-c2nnc3n2CCCCC3)cc1,0
CCOCCCNC(=O)c1oc2ccc(S(=O)(=O)N3CCOCC3)cc2c1C,2
CCOc1ccc(N(CC(=O)N2CC=C(c3ccccc3)CC2)S(=O)(=O)c2c(C)noc2C)cc1,2
O=C(NCc1ccccn1)c1ccc(-n2c(=S)[nH]c3ccccc3c2=O)cc1,-4
Cc1ccc(S(=O)(=O)NCCN(CCNS(=O)(=O)c2ccc(C)cc2)S(C)(=O)=O)cc1,4
CCCCCCOc1ccc(N2C(=O)CC(N3CCN(C(=O)c4ccco4)CC3)C2=O)cc1 (configuration not stated),2
O=C(Nc1ccc(OC(F)(F)F)cc1)C1CCN(S(=O)(=O)c2cccs2)CC1,3
Cc1ccc(-c2n[nH]c(=O)c3ccccc23)cc1S(=O)(=O)Nc1ccc2c(c1)OCO2,-15
O=C(Nc1nc(-c2ccc(F)cc2)cs1)c1ccc(S(=O)(=O)N2CCCC2)cc1,-14
COc1ccc(-c2nc3cc(N)ccc3o2)cc1OC,-11
CN(C)CCSc1nc2ccccc2n1CCc1ccccc1,-9
CC(C)CC(NC(=O)OC(C)(C)C)C(=O)NCc1ccccc1 (configuration not stated),4
O=C(Cn1cnc2ccccc2c1=O)NCCC(=O)N1CCN(Cc2ccccc2)CC1,9
Cc1ccc(C(=O)Nc2cccc(N)c2)cc1Br,-5
O=C(OCCN1CCCCC1)c1ccccc1Cl,-2&4
# Next structures follow:
SMILES,14-3-3 PPI
O=C(CCCN1C(=O)c2cccnc2C1=O)Nc1cccc2c1CCCC2,-13
O=C(NCc1ccc2c(c1)OCO2)c1ccc2c(c1)NC(=O)C(N1CCOCC1)S2 (configuration not stated),-10
CCCCOC(=O)C1=C(C)Nc2nnnn2C1c1ccc(OC)c(OC)c1OC (configuration not stated),1&5
CCn1c(C)nc2cc(S(=O)(=O)N(C)C)ccc21,-50
Cn1c2ccccc2c2nnc(SCc3ccccc3Cl)nc21,2
Cn1c(=O)c2c(nc(NCCCO)n2Cc2ccccc2)n(C)c1=O,-2
Cc1cccc(N2C(=O)c3cc4ccccc4cc3C2=O)c1,1
COc1ccc2c(c1)N(C(=O)CN1C(=O)C3CCCCC3C1=O)C(C)(C)C=C2C (configuration not stated),3
CC1CCN(S(=O)(=O)c2ccc(NC(=O)c3cccs3)cc2)CC1,-2&-6
CC(C)C(NC(=O)CC12CC3CC(CC(C3)C1)C2)C(=O)O (configuration not stated),0&8
O=C(O)C1C2C=CC(O2)C1C(=O)N1CCC(Cc2ccccc2)CC1 (configuration not stated),0
Cc1ccc(NC(=O)CSc2nc3c(cnn3-c3ccc(F)cc3)c(=O)[nH]2)c(C)c1,-3
O=C(NCCC1=CCCCC1)C1CCCN(S(=O)(=O)c2ccccc2)C1 (configuration not stated),-15
CN(CCCNC(=O)c1cc2cc3ccc(Cl)cc3nc2o1)Cc1ccccc1,-281
O=[N+]([O-])c1ccc(-c2nnnn2-c2ccc(I)cc2)cc1,1
COc1cc(C(=O)NCCOc2cc(C)cc(C)c2)cc(OC)c1OC,9
Cc1ccc(Cn2nnc(C(=O)Nc3cccc(C)c3C)c2N)cc1,9
COc1ccc(C(=O)CSc2nc(N)cc(=O)[nH]2)cc1,3
O=C(CSc1nnc2scc(-c3ccccc3)n12)NCc1ccco1,-7&-7
CC(C)n1c(-c2cccc([N+](=O)[O-])c2)nc(=S)c2c1CCCC2,-1

# Compounds shown so far that contain a Cl atom, in the order listed:
SMILES,14-3-3 PPI
O=C(NCc1ccccc1)c1nn2c(C(F)(F)F)cc(-c3cccs3)nc2c1Cl,-6
O=C(NCc1cccs1)c1ccc(Cl)s1,-4
O=C(CN(c1cc(C(F)(F)F)ccc1Cl)S(=O)(=O)c1ccccc1)Nc1ccc(S(=O)(=O)N2CCCCC2)cc1,-7
CC(C)CCn1c(SCC(=O)c2ccc(Cl)cc2)nc2ccsc2c1=O,-6
Cc1ccc(-n2cnc3cc(C(=O)NC4CCCC4)ccc32)cc1Cl,-24
Cc1nc(SCC(=O)Nc2cccc(C(F)(F)F)c2)c(C#N)c(C)c1Cl,-6
O=C(OCCN1CCCCC1)c1ccccc1Cl,-2&4
Cn1c2ccccc2c2nnc(SCc3ccccc3Cl)nc21,2
CN(CCCNC(=O)c1cc2cc3ccc(Cl)cc3nc2o1)Cc1ccccc1,-281

# The results go on.
SMILES,14-3-3 PPI
O=C(NCc1ccco1)c1ccc2c(=O)n(C3CCCCC3)c(SCc3cccc(F)c3)nc2c1,-1
Nc1ccc2nc(-c3cc(O)ccc3N)[nH]c2c1,-13
CCN(Cc1cc2cc(C)ccc2[nH]c1=O)S(=O)(=O)c1ccccc1,2
O=C1NC(c2ccc3c(c2)OCO3)Nc2ccccc21 (configuration not stated),-6
COC(=O)CSC1=C(C#N)C(c2ccccc2)CC(=O)N1 (configuration not stated),5
CC(C)CSc1oc(-c2ccc(F)cc2)nc1S(=O)(=O)c1ccc(F)cc1,-2
C=CCNS(=O)(=O)c1ccc(OCC(=O)OCC)cc1,4
COc1ccc(Oc2c(C(F)(F)F)oc3cc(OC(=O)c4ccco4)ccc3c2=O)cc1,4
N#Cc1c(/N=C/c2cccs2)sc2c1CCC2,1
C#CCNc1ccc([N+](=O)[O-])cc1,1
COc1ccccc1N(C(C)=O)c1nc(C)cc(C)c1C#N,0
Cc1ccccc1OCc1n[nH]c(=S)n1Cc1ccccc1,-1
Cc1ccc(-n2nnnc2SCC(=O)c2c(N)n(CC(C)C)c(=O)n(C)c2=O)cc1,3
CCOC(=O)c1c(C)n(CCO)c2ccc(O)cc12,-6
COc1ccc(Oc2coc3cc(OC(=O)c4ccccc4C)ccc3c2=O)cc1,1
CC1(C(=O)NC2CCCCCC2)CCC(=O)N1Cc1ccc2c(c1)OCO2 (configuration not stated),-2
CCn1c(SCC(=O)NCC2CCCO2)nc2c(c1=O)SC(C)C2 (configuration not stated),-2
O=C(Nc1ccc(F)cc1)c1ccc([N+](=O)[O-])cc1Cl,-19
Cc1noc(C)c1C(=O)Nc1nc(C23CC4CC(CC(C4)C2)C3)cs1,5
Cc1ccc(-c2nnc(NC(=O)c3ccccc3I)s2)cc1,-5
CC(=O)Oc1ccc(OC(C)=O)cc1,-6
CCc1ccc(C2CC(c3cc(OC)ccc3OC)n3ncnc3N2)cc1 (configuration not stated),-1
COc1cc(NC(=O)c2ccc3c(=O)n(CCc4ccccc4)c(=O)[nH]c3c2)cc(OC)c1OC,0
CC(C)(C)c1ccc(C(=O)Nc2ccc(I)cc2)cc1,-3
Cc1ccnc(NC(=O)CCC(=O)N(CC(=O)NC2CCCCC2)Cc2ccc3c(c2)OCO3)c1,-2
O=C(CCS(=O)(=O)Cc1cccc(Cl)c1)NCCN1CCOCC1,1
CC(=O)N1CCc2cc(Br)cc(S(=O)(=O)N(C)c3cccc(C)c3)c21,-10
Cc1ccc(NS(=O)(=O)c2c(C)n[nH]c2C)c(C)c1,-4
O=S(=O)(c1ccc2ccccc2c1)N1CCc2cc(Br)ccc21,-3
COc1cc(C2C(=O)N(C3CCC(C)CC3)CC(=O)N2Cc2ccc(C)cc2)ccc1OC(C)C (configuration not stated),-6
CCOC(=O)c1c(-c2ccc(C)s2)csc1NC(=O)c1ccco1,2
Cc1onc(-c2ccccc2)c1C(=O)Nc1cccc2nsnc12,-1
O=C(CCCN1C(=O)CCC1=O)Nc1ccc2c(c1)OCO2,-5
COc1ccc2c(C)cc(=O)[nH]c2c1,5
c1ccc(-c2nc3ncccc3[nH]2)cc1,-3
CC1CCc2c(sc(N)c2C(=O)Nc2ccc(Br)cc2)C1 (configuration not stated),-52
Cc1ccc(C)c(-c2csc(Nc3ccc(O)c(C(=O)O)c3)n2)c1,-2
C=CCNC(=O)c1cc(-c2ccc(Cl)cc2)on1,-9
Cc1ccc(-n2nc3ccc(NC(=O)COc4ccc(C)c(C)c4)cc3n2)cc1,-23
CC1=NN(C(=O)C2CC2)C(O)(C(F)(F)F)C1 (configuration not stated),1
CC1Cc2ccccc2N1C(=O)Cn1nc(C(=O)O)c2ccccc2c1=O (configuration not stated),1
Cc1ccc2c(c1)C(O)(CC(=O)c1ccc3ccccc3c1)C(=O)N2 (configuration not stated),1
COc1ccccc1CNS(=O)(=O)c1ccc(F)c(C(=O)Nc2ccc(C)c(F)c2)c1,-3
Cc1cc(NC(=O)c2cc(-c3ccco3)on2)nn1Cc1ccc(Cl)cc1,-21&-140
CCOC(=O)C1CCN(C(=O)c2sc3ncn(CCOC)c(=O)c3c2C)CC1,-2
CC(C)NCC(O)Cn1c2c(c3ccccc31)CCc1c-2cnn1-c1ccccc1 (configuration not stated),4
COC(=O)C1=C(NC(=O)NC(=O)N(C)S(=O)(=O)c2ccc(C)cc2)CCS1,-7
COc1ccc(C(=O)NCc2ccccc2OC)c(OC)c1,0
COc1ccccc1-n1cnnc1SCC(=O)c1cc(C)n(Cc2cccs2)c1C,-14
COc1cccc(OC)c1OCC(O)CN1CCCCC1 (configuration not stated),-5
CCOC(=O)C1=C(C)NC2=C(C(=O)CC(c3ccc(OC)c(OC)c3)C2)C1c1ccc(F)cc1 (configuration not stated),-10
CCOC(=O)C(CC(=O)O)N1CCCCC1 (configuration not stated),36*
Cn1cnnc1SCC(=O)Nc1ccc(S(N)(=O)=O)cc1,-9
